AddAB inh: growth inhibition of E. coli expressing H. pylori AddAB, primary screen, AddAB inhibitor project, absorbance. AID 435030, 2010. inhibition, % at 11.9 µM. actives 0.29% (n = 330,000); in the data active means inhibition above about 12%;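 further: 0% = vehicle wells of infected cells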
Wnt bcat act: Wnt/beta-catenin pathway activators, primary screen, cell-based, plate reader, single point | activation, % at 9.35 µM | actives 1.2% (n = 300,000) | Wnt/beta-catenin reporter cell assay, activator; in the data active means activation above about 30%, passing the limit was not always enough;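 further: 0% = neutral control wells and 100% = positive control wells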
phage Ecoli inh: growth loss of phage-infected E. coli, primary screen, RecBCD inhibitor project, absorbance, with phage, HTS; inhibition, % at 11.9 µM; actives 0.26% (n = 360,000); in the data active means inhibition above about 11%
Ecoli viability: E. coli V3065 growth inhibition, primary screen, counter-screen for AddAB inhibitor project, absorbance, OD600 | 18 h | inhibition, % at 11.9 µM | actives 0.27% (n = 330,000);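 active means inhibition above the campaign's mean inhibition across all tested compounds plus 3 SD, cut at about 9.9% in these data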;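 further: uninfected addAB+ strain grown without phage in ampicillin broth; 0% = DMSO wells and 100% = ciprofloxacin 0.95 µg/ml wells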
* hit, by the source's call; x = not tested or not shown. Some of the compounds tested; rates above refer to the full screens.

The opening seven entries as a preview:
Screens in order: AddAB inh, Wnt bcat act, phage Ecoli inh, Ecoli viability
[1] O=c1[nH]c2ccccc2n1C1CCN(C(c2cccs2)c2nnnn2-c2ccc3c(c2)OCCO3)CC1 (stereo not drawn)
    x, -3, 2.5, x
[2] CS(=O)(=O)c1ccc(C2=C(CNC(=O)c3ccncc3)[C@H]3CC[C@@H](C2)N3Cc2ccco2)cc1
    x, -1, 1.5, x
[3] COc1cc(CCN)c(OC)cc1C
    x, 0, 3.0, x
[4] Cc1ccccc1C(=O)NCCN1CCC2(CC1)C(=O)NCN2c1ccccc1
    x, -5, -2.9, x
[5] COC(=O)[C@@H]1N=C(c2ccc(OC)cc2)O[C@]12C(=O)N(C)c1cccc(Cl)c12
    x, -3, 3.3, x
[6] O=c1[nH]c2ccccc2n1C1CCN(C(c2nnnn2C2CCCCC2)C2CC2)CC1 (stereo not drawn)
    x, -2, -0.4, x
[7] O=C(Nc1ccccc1)N1Cc2cc(Br)ccc2-n2nncc2C1
    x, -4, 2.5, x

The list itself, repeating the preview:
Screens in order: AddAB inh, Wnt bcat act, phage Ecoli inh, Ecoli viability
[1] O=c1[nH]c2ccccc2n1C1CCN(C(c2cccs2)c2nnnn2-c2ccc3c(c2)OCCO3)CC1 (stereo not drawn)
    x, -3, 2.5, x
[2] CS(=O)(=O)c1ccc(C2=C(CNC(=O)c3ccncc3)[C@H]3CC[C@@H](C2)N3Cc2ccco2)cc1
    x, -1, 1.5, x
[3] COc1cc(CCN)c(OC)cc1C
    x, 0, 3.0, x
[4] Cc1ccccc1C(=O)NCCN1CCC2(CC1)C(=O)NCN2c1ccccc1
    x, -5, -2.9, x
[5] COC(=O)[C@@H]1N=C(c2ccc(OC)cc2)O[C@]12C(=O)N(C)c1cccc(Cl)c12
    x, -3, 3.3, x
[6] O=c1[nH]c2ccccc2n1C1CCN(C(c2nnnn2C2CCCCC2)C2CC2)CC1 (stereo not drawn)
    x, -2, -0.4, x
[7] O=C(Nc1ccccc1)N1Cc2cc(Br)ccc2-n2nncc2C1
    x, -4, 2.5, x
[8] CC(C)CN1Cc2ccccc2-n2nncc2C1
    x, -1, 0.4, x
[9] Cc1ncc(C(=O)O)n1C(C)c1ccccc1 (stereo not drawn)
    x, -3, 1.6, x
[10] COC(=O)C1C(c2ccc(Cl)cc2)CC2CCC1N2C (stereo not drawn)
    x, 1, 1.3, x
[11] C[C@@H]1CN([C@@H](C)CO)C(=O)CCCn2cc(nn2)CO[C@H]1CN(C)C(=O)Oc1ccc2ccccc2c1
    x, -1, 7.4, x
[12] Cc1ccc(S(=O)(=O)N2Cc3cc(-c4ccccc4)ccc3-n3nncc3C2)cc1
    x, -1, 3.0, x
[13] O=c1[nH]c2ccccc2n1C1CCN(C(c2cc3ccccc3o2)c2nnnn2-c2ccc3c(c2)OCCO3)CC1 (stereo not drawn)
    x, 0, 0.2, x
[14] Cc1ccc(-n2c(=S)[nH]c3ccccc3c2=O)cc1C
    x, -1, 3.8, x
[15] C[C@@H]1COc2cc(N3CCN(C)CC3)ccc2S(=O)(=O)N1
    x, -2, -0.2, x
[16] CCOC(=O)[C@]12Cc3ccc(C)cc3[C@H]1N(C1CCCCC1)C(=O)c1cc(OC)ccc12
    x, -1, 7.8, x
[17] O=C1NCN(c2ccccc2)C12CCN(C(c1cccc3ccccc13)c1nnnn1C1CCCC1)CC2 (stereo not drawn)
    x, -3, -1.3, x
[18] COc1ccc(C(c2nnnn2-c2c(C)cccc2C)N2CCC(n3c(=O)[nH]c4ccccc43)CC2)cc1 (stereo not drawn)
    x, -3, 4.4, x
[19] O=C1NCN(c2ccccc2)C12CCN(C(c1ccccc1OC(F)(F)F)c1nnnn1-c1ccc3c(c1)OCCO3)CC2 (stereo not drawn)
    x, -3, 3.3, x
[20] CC[C@@H]1C[C@H]2CC[C@H](O2)[C@H](C)C(=O)O[C@@H](C)C[C@@H]2CC[C@@H](O2)[C@@H](C)C(=O)O[C@H](C)C[C@H]2CC[C@H](O2)[C@H](C)C(=O)O[C@@H](C)C[C@@H]2CC[C@@H](O2)[C@@H](C)C(=O)O1
    x, -3, 4.9, x
[21] CN1C2CCC1CC(OC(c1ccccc1)c1ccc(Cl)cc1)C2 (stereo not drawn)
    x, 2, 4.7, x
[22] O=c1[nH]c2cc(Cl)ccc2n1C1CCN(Cc2ccc(-c3nc4ccccc4nc3-c3ccccc3)cc2)CC1
    x, -13, 2.4, x
[23] C[C@H](CO)N1C[C@H](C)[C@@H](CN(C)C(=O)Oc2cccc3ccccc23)OCc2cn(nn2)CCCC1=O
    x, -2, 4.6, x
[24] CC(C)(C)n1nnnc1C(c1cccc2ccccc12)N1CCC2(CC1)C(=O)NCN2c1ccccc1 (stereo not drawn)
    x, -3, 3.5, x
[25] CC(C)(C)c1cc(O)ccc1O
    x, 0, 3.0, x
[26] CCOC(=O)c1cccc(C2=C(CNC(C)=O)[C@H]3CC[C@@H](C2)N3Cc2ccccc2)c1
    x, 1, 0.7, x
[27] CCCCn1nnnc1C(CCSC)N1CCC2(CC1)C(=O)NCN2c1ccccc1 (stereo not drawn)
    x, -2, 3.9, x
[28] O=C(NCC1=C(c2ccc3ccccc3c2)C[C@@H]2CC[C@H]1N2Cc1ccco1)c1ccncc1
    x, 0, 0.9, x
[29] CCCCn1nnnc1C(C1CC1)N1CCC2(CC1)C(=O)NCN2c1ccccc1 (stereo not drawn)
    x, -3, 1.4, x
[30] C[C@H]1CN([C@@H](C)CO)C(=O)CCCn2nncc2CO[C@H]1CN(C)C(=O)Oc1ccccc1
    x, -1, 2.6, x
[31] c1coc(CN2Cc3ccccc3-n3nncc3C2)c1
    x, -2, -0.6, x
[32] CC1=CP(=O)(Oc2ccc([N+](=O)[O-])cc2)CC1 (stereo not drawn)
    x, -2, 1.8, x
[33] Cc1ncoc1C(=O)NCC1=C(c2ccc(S(C)(=O)=O)cc2)C[C@@H]2CC[C@H]1N2Cc1ccco1
    x, 0, 0.1, x
[34] CCC(C)c1cnc(CC(C)C)c(=O)n1O (stereo not drawn)
    x, -1, -1.4, x
[35] COc1cc(O)c2c(c1)/C=C/C[C@H](O)[C@H](O)C(=O)CCC[C@H](C)OC2=O
    x, -1, -0.1, x
[36] COC(=O)C1=C(c2ccc(OC(F)(F)F)cc2)C[C@@H]2CC[C@H]1N2C(=O)NCc1ccco1
    x, -1, 3.8, x
[37] COc1ccccc1CNCCc1cccc(Cl)c1
    x, -2, 3.8, x
[38] Cc1cccc(C)c1-n1nnnc1C(c1cccs1)N1CCC2(CC1)C(=O)NCN2c1ccccc1 (stereo not drawn)
    x, -2, 0.7, x
[39] Cc1ccc(OC(=O)N(C)C[C@@H]2OCc3cnnn3CCCC(=O)N([C@H](C)CO)C[C@H]2C)cc1
    x, -3, 2.0, x
[40] O=c1[nH]c2ccccc2n1C1CCN(C(c2cccc3ccccc23)c2nnnn2Cc2ccccc2)CC1 (stereo not drawn)
    x, -2, 3.3, x
[41] O=c1[nH]c2ccccc2n1C1CCN(C(c2ccccc2)c2nnnn2-c2ccc3c(c2)OCCO3)CC1 (stereo not drawn)
    x, -3, 2.0, x
[42] O=P(/C=C1\OCc2ccccc21)(Oc1ccccc1)Oc1ccccc1
    x, -3, -1.6, x
[43] CCCC1(CC(C)CC)C(=O)NC(=O)NC1=O (stereo not drawn)
    x, -2, 0.1, x
[44] O=c1[nH]c2ccccc2n1C1CCN(C(c2cccc3ccccc23)c2nnnn2-c2ccc3c(c2)OCCO3)CC1 (stereo not drawn)
    x, -3, 3.0, x
[45] C[C@H]1CNCCN1c1ccc(N2CC[C@@H](O)C2)c(C#N)c1
    x, -2, 2.4, x
[46] CSCCC(c1nnnn1C(C)(C)C)N1CCC2(CC1)C(=O)NCN2c1ccccc1 (stereo not drawn)
    x, -2, 2.0, x
[47] COC(=O)C1=C(c2ccc(OCc3ccccc3)cc2)C[C@@H]2CC[C@H]1N2C(=O)NCc1ccc(Cl)cc1
    x, -2, 2.4, x
[48] CC(C)(OOC1(c2ccccc2)NC(=O)c2ccccc21)c1ccccc1 (stereo not drawn)
    x, -1, 2.3, x
[49] CCOC(=O)[C@]12Cc3c(cc(OC)c(OC)c3OC)[C@H]1N(C(C)C)C(=O)c1ccccc12
    x, -2, -0.5, x
[50] CCCCn1nnnc1C(CCSC)N1CCC(n2c(=O)[nH]c3ccccc32)CC1 (stereo not drawn)
    x, -3, 0.9, x

Full records, quoted from the list. Order of screens: AddAB inh | Wnt bcat act | phage Ecoli inh | Ecoli viability
Record of `O=c1[nH]c2ccccc2n1C1CCN(C(c2ccccc2)c2nnnn2-c2ccc3c(c2)OCCO3)CC1` (stereo not drawn) = x | -3 | 2.0 | x
Record of `COC(=O)C1=C(c2ccc(OCc3ccccc3)cc2)C[C@@H]2CC[C@H]1N2C(=O)NCc1ccc(Cl)cc1` = x | -2 | 2.4 | x
Record of `CCCC1(CC(C)CC)C(=O)NC(=O)NC1=O` (stereo not drawn) = x | -2 | 0.1 | x
Record of `O=c1[nH]c2ccccc2n1C1CCN(C(c2cccc3ccccc23)c2nnnn2-c2ccc3c(c2)OCCO3)CC1` (stereo not drawn) = x | -3 | 3.0 | x

Later entries:
Screens in order: AddAB inh, Wnt bcat act, phage Ecoli inh, Ecoli viability
[51] CC(C)(C)n1nnnc1C(C1CC1)N1CCC(n2c(=O)[nH]c3ccccc32)CC1 (stereo not drawn)
    x, -1, 1.7, x
[52] COc1ccc(C(c2nnnn2-c2ccc3c(c2)OCCO3)N2CCC(n3c(=O)[nH]c4ccccc43)CC2)cc1 (stereo not drawn)
    x, -5, 2.0, x
[53] CCCCCN1C(=O)c2ccccc2[C@@]2(C(=O)OCC)Cc3cc(OC)ccc3[C@@H]12
    x, -12, -0.7, x
[54] C[C@]12CC[C@@H](O)CC1=CC(=O)C1C2CC[C@]2(C)C(=O)[C@H](O)CC12 (stereo partly drawn)
    x, -4, 2.7, x
[55] C=C(C)CC1(CC)C(=O)NC(=S)NC1=O
    x, -2, 2.6, x
[56] CCC(c1nnnn1-c1ccc(OC)cc1)N1CCC2(CC1)C(=O)NCN2c1ccccc1 (stereo not drawn)
    x, -4, -1.7, x
[57] O=C1C=C2c3ccccc3CC(C(=O)O)C2CC1 (stereo not drawn)
    x, 0, 0.8, x
[58] C[C@]12CCC3C(CC[C@H]4C[C@@H](O)CC[C@]34C)C1=CC[C@@H]2O (stereo partly drawn)
    x, 1, 2.7, x
[59] Clc1ccccc1CNCCc1c[nH]c2ccccc12
    x, 0, 2.2, x
[60] CSCCC(c1nnnn1Cc1ccccc1)N1CCC(n2c(=O)[nH]c3ccccc32)CC1 (stereo not drawn)
    x, -3, 0.5, x

61: C[C@@H]1CN([C@@H](C)CO)C(=O)CCCn2nncc2CO[C@@H]1CN(C)C(=O)Oc1ccccc1
62: COC1=CC23CCCN2CCc2cc4c(cc2C3C1O)OCO4 (stereo not drawn)
63: O=S(=O)(c1cccc(C(F)(F)F)c1)N1Cc2ccccc2-n2nncc2C1
64: O=C1NCN(c2ccccc2)C12CCN(C(c1ccnc3ccccc13)c1nnnn1Cc1ccccc1)CC2 (stereo not drawn)
65: C=CCN1CC[C@]23c4c5ccc(O)c4OC2C(=O)CC[C@@]3(O)[C@H]1C5 (stereo partly drawn)
66: CCC1C2CC3C4N(C)c5ccccc5C45CC(C2C5O)N3C1O (stereo not drawn)
67: C[C@@H]1CN([C@H](C)CO)C(=O)CCCn2cc(nn2)CO[C@H]1CN(C)C(=O)Oc1cccc2ccccc12
68: N#Cc1ccc(CN2Cc3ccccc3-n3nncc3C2)cc1

Compound,61,62,63,64,65,66,67,68
AddAB inh,x,x,x,x,x,x,x,x
Wnt bcat act,-1,-1,-2,0,2,1,-2,0
phage Ecoli inh,1.6,4.6,2.0,5.8,3.7,0.0,-0.6,1.7
Ecoli viability,x,x,x,x,x,x,x,x

69: NN=C1C(Cl)=C(Cl)C(Cl)=C1Cl
70: CCOC(=O)[C@]12Cc3cc(OC)ccc3[C@H]1N(C(C)C)C(=O)c1cc(OC)ccc12
71: O=C1NCN(c2ccccc2)C12CCN(C(c1cccs1)c1nnnn1-c1ccc3c(c1)OCCO3)CC2 (stereo not drawn)
72: COc1ccc(OC(=O)N(C)C[C@@H]2OCc3ccccc3-c3c(n(C)c4ccccc34)C(=O)N([C@H](C)CO)C[C@@H]2C)cc1
73: CNC(=O)C[C@H]1CC[C@@H]2NC[C@H](O)COC[C@H]2O1
74: COC(=O)[C@@H]1N=C(c2ccc(OC)cc2)O[C@]12C(=O)N(Cc1ccc(OC)cc1)c1ccccc12
75: C[C@]12C[C@H](O)[C@@H](O)C[C@@H]1CC[C@@H]1[C@@H]2CC[C@]2(C)C(=O)CC[C@@H]12
76: N#CC12CC(=O)N1Cc1cnnn1-c1ccccc12 (stereo not drawn)

Compound,69,70,71,72,73,74,75,76
AddAB inh,x,x,x,x,x,x,x,x
Wnt bcat act,-1,-11,-1,-2,-1,-3,-2,-2
phage Ecoli inh,-2.5,2.2,-3.1,-0.1,-0.6,2.1,0.6,3.1
Ecoli viability,x,x,x,x,x,x,x,x

77: COc1ccc(-c2ccc3c(c2)CN(c2cccc(Cl)c2)Cc2cnnn2-3)cc1
78: CC(C)(C)NC(=S)N1Cc2ccccc2-n2nncc2C1
79: CN1C(=O)N(C)C(=O)C2(Cc3cc(N)ccc3N3CCN(c4ccccc4F)CC32)C1=O (stereo not drawn)
80: COc1ccc(CN2CCN(c3ccccc3F)CC2)c(OC)c1
81: COc1ccc(/C=C2/C(=O)NC(=O)N(C3CCCCC3)C2=O)cc1CSc1ccccn1

Compound,77,78,79,80,81
AddAB inh,x,x,1.8,2.3,1.9
Wnt bcat act,-3,-1,x,x,x
phage Ecoli inh,2.8,2.3,1.8,4.1,3.0
Ecoli viability,x,x,-0.5,-2.4,1.2
